From PubChem BioAssay
All columns: NCI-60 one-dose screen, growth in % after 48 h at 10 µM unless noted; 100 = growth as untreated, 0 = no growth, -100 = all killed.
786-0 = 786-0 renal cancer cells. AID 1794775. hit rate 5.1% among 81,000
ACHN = ACHN renal cancer. AID 1794771. hit rate 4.9% among 81,000
NCI/ADR-RES = NCI/ADR-RES ovarian cells; hit rate 4.4% among 81,000
SN12C = SN12C renal cancer cells. hit rate 3.8% among 81,000. AID 1794767
UO-31 = UO-31 renal cancer | hit rate 5.2% among 81,000 | AID 1794768
TK-10 = TK-10 renal cancer cells | hit rate 3.9% among 81,000
CAKI-1 = CAKI-1 renal cancer; hit rate 4.7% among 75,000
IGROV1 = IGROV1 ovarian cancer; hit rate 4.7% among 79,000
Starred values were filed as active, the others as inactive; . = no result given; [ ] = remark or other dose. How the source made its calls: active means growth percent below 10; inactive means the rest.

SMILES	786-0	ACHN	NCI/ADR-RES	SN12C	UO-31	TK-10	CAKI-1	IGROV1
Nc1nc(CC(=O)NCc2ccccc2)nn1C(=O)c1ccc(Cl)cc1	99	109	115	101	87	96	100	112
Cc1cccc(NC(=O)c2ccccc2C(=O)O)c1	106	92	103	97	88	84	101	96
COc1ccc(/C(C)=N/N=C2C(=O)Nc3ccc(Cl)cc32)cc1S(N)(=O)=O	95	96	98	.	94	106	73	104
O=C(CCC(=O)N/N=C/c1ccccc1O)N/N=C/c1ccccc1O	70	19	47	70	17	44	28	48
O=C(CSc1nnc(CN2CCN(c3cc4c(cc3F)c(=O)c(C(=O)O)cn4C3CC3)CC2)o1)c1cccc(Br)c1	84	94	101	94	71	147	91	83
c1ncn(C23CC4CC(CC(C4)C2)C3)n1	105	106	104	118	102	108	92	116
Cc1ccc(S(=O)(=O)Nc2ncc(-c3nc4ccccc4[nH]3)c(N)n2)cc1	101	104	106	101	97	127	99	103
OCCN(CCO)Cc1cc(Br)ccc1O	104	.	103	109	93	103	.	99
O=C(Nc1ccc(Cl)c([N+](=O)[O-])c1)Nc1ccc(Cl)c([N+](=O)[O-])c1	11	4.2*	6.5*	1.6*	-2.6*	48	8.3*	15
CSc1nc(-c2ccc(Cl)cc2)c(C#N)c(=O)[nH]1	96	106	104	103	90	116	97	106
COc1cc(/C=N\NC(=O)c2cnn(CC(O)c3ccccc3)c2N)cc(OC)c1OC (configuration not stated)	100	98	105	88	89	89	78	97
CCCCCCC(=O)c1ccco1	101	116	110	86	87	114	110	125

4 compounds out of the list, arranged by formula weight, lowest first:
SMILES	786-0	ACHN	NCI/ADR-RES	SN12C	UO-31	TK-10	CAKI-1	IGROV1
Cc1cccc(NC(=O)c2ccccc2C(=O)O)c1	106	92	103	97	88	84	101	96
O=C(CCC(=O)N/N=C/c1ccccc1O)N/N=C/c1ccccc1O	70	19	47	70	17	44	28	48
Nc1nc(CC(=O)NCc2ccccc2)nn1C(=O)c1ccc(Cl)cc1	99	109	115	101	87	96	100	112
COc1cc(/C=N\NC(=O)c2cnn(CC(O)c3ccccc3)c2N)cc(OC)c1OC (configuration not stated)	100	98	105	88	89	89	78	97

Remaining list, next part
SMILES	786-0	ACHN	NCI/ADR-RES	SN12C	UO-31	TK-10	CAKI-1	IGROV1
COc1ccc2oc(=O)cc(CSc3nc(-c4ccccc4)c(C(=O)NC(C)(C)C)c(=O)[nH]3)c2c1	100	97	102	95	96	103	92	111
O=C1c2ccccc2C(=O)c2c(N=Nc3c(O)[nH]c(=S)[nH]c3=O)cccc21	92	100	99	112	95	102	104	123
Cn1c(=O)c2nc(CCC(=O)O)c(=O)[nH]c2n(C)c1=S	102	104	100	101	81	104	93	107
Cn1cc(-c2c(-c3c[nH]c4ccccc34)[nH][nH]c2=O)c2ccccc21	101	93	104	98	56	110	73	78
O=C(OCc1ccc2cccc(O)c2n1)N1CCN(C(=O)c2cc3ccccc3[nH]2)CC1	99	87	62	92	63	104	89	91
NCc1nnc(CCC(=O)c2nc3ncccc3[nH]2)o1	96	.	98	96	87	101	86	93
O=C(Nc1cccc(N2C(=O)CSC2=S)c1)C(Cl)Cl	99	104	102	98	92	.	100	107
Cn1c2c(c3c(Cl)cccc31)-n1cccc1C2=O	100	106	108	91	76	124	99	95
CCOC(=O)c1sc2ncnc(Nc3ccc(OCc4ccc(Cl)cc4)cc3)c2c1C	91	95	89	.	86	93	95	96
Cc1c([N+](=O)[O-])cc(I)c(N)c1I	93	94	96	94	78	98	87	99
CCC(C)C(C(=O)O)N1C(=O)CSC1=S (configuration not stated)	100	101	105	99	97	104	91	113
CC(=O)N1N=C(c2ccc(OCC(=O)c3ccc(C)cc3)cc2)CC1c1ccc(F)cc1 (configuration not stated)	104	86	85	.	59	94	67	.
COc1cccc2nc(Nc3cccc(NC(=O)c4ccc(CN5CCN(C)CC5)c(C(F)(F)F)c4)c3)ccc12	-82*	-100*	-90*	-90*	-89*	-93*	-100*	-87*
O=C(CCCCCCN1CC(=O)N2[C@@H](c3ccccc3F)c3[nH]c4ccccc4c3C[C@H]2C1=O)NO	91	93	99	86	75	85	84	97
COc1ccc(-c2cc(C(=O)NCc3ccccc3)nn2-c2ccc(S(C)(=O)=O)cc2)cc1OC	99	104	107	88	77	106	87	122
O=C1c2nc3n(c2C(=O)c2nc4n(c21)CCCC4)CCCC3	111	99	103	100	91	100	91	107
COc1ccc(-c2c[nH]c(C(=O)NCCO)c2-c2cc(OC)c3c(c2OC)OCO3)cc1	101	103	101	99	79	108	72	91
C/C(=N\Nc1nc(-c2ccc(Cl)cc2)cs1)c1nnn(-c2ccc(C(=O)O)cc2)c1C	.	107	105	92	108	77	94	105
O=Cc1cn(C(=O)c2ccccc2)c2ccccc12	102	100	100	97	74	103	83	101
C=C(C)[C@@H]1CC[C@]2(C(=O)Nc3ccc(S(=O)(=O)c4ccc(NCCC#N)cc4)cc3)CC[C@]3(C)[C@H](CC[C@@H]4[C@@]5(C)CCC(=O)C(C)(C)[C@@H]5CC[C@]43C)[C@@H]12	96[100 µM]	90[100 µM]	101[100 µM]	92[100 µM]	84[100 µM]	90[100 µM]	73[100 µM]	84[100 µM]
Cc1ccc(S(=O)(=O)Oc2nncc(-c3ccccc3)n2)cc1	119	115	108	114	100	135	107	106
Cc1ccc(NC(=O)Nc2ccccc2C(N)=O)cc1	100	113	107	105	118	130	97	280
O=C1c2ccccc2C(=O)N1/N=C/c1ccc(Cl)c(Cl)c1	101	103	108	109	92	112	90	114
CCn1c(Cn2cc(-c3ccc(F)cc3)nn2)nc2ccccc21	98	100	99	97	70	97	90	100
Clc1ncnc2c1ncn2C1CCCO1 (configuration not stated)	102	101	97	101	89	102	74	112
O=c1[nH]cnc2c1C(c1ccc(F)cc1)c1sc3c(F)cccc3c1O2 (configuration not stated)	101	87	96	95	67	137	77	77
CC(=O)Nc1ccc(/C=N/NC(=S)NCC(C)C)cc1	.	103	104	92	.	102	117	126
Cc1ccc(C(=O)Nn2c(COc3ccccc3)nc3ccccc3c2=O)cc1	108	100	103	91	71	149	82	89
CCN(CC)CCNc1nc(Cl)nc(NCCN(CC)CC)n1	96	102	98	100	98	.	100	108
CNc1nc(NC)c2cn[nH]c2n1	101	108	108	100	79	.	89	109
CCN(CC)Cc1cc(O)c(CN(CC)CC)cc1O	104	103	104	91	71	94	93	107
CCn1c(=S)[nH]c2ccccc2c1=O	111	90	114	101	82	.	106	98
Cc1ccc(C)c2c1sc1nn(CN3CCCC3)c(=O)c(=O)n12	90	86	84	94	65	128	68	63
N#CCC(=O)Nc1nnc(-c2cccnc2)o1	98	109	109	109	90	102	98	114
CC1(C)CC(=O)C2=C(C1)N(c1ccc(OC(F)(F)F)cc1)C(N)=C(C#N)C2c1ccc(Br)o1 (configuration not stated)	91	97	92	90	78	106	69	89
CC(=O)c1sc(NC(=O)Nc2ccc(C)cc2C)nc1C	83	62	60	49	53	88	89	87
COc1ccc2c(O)c(/C=C3\N=Nc4ncccc43)oc2c1C[C@H]1CCNC[C@H]1F	-19*	4.5*	31	7.3*	4.1*	20	6.0*	2.3*
c1ccc(Cn2cc3c(c2)-c2nc(Nc4ccccc4)ncc2CC3)cc1	97[100 µM]	82[100 µM]	84[100 µM]	88[100 µM]	93[100 µM]	73[100 µM]	59[100 µM]	63[100 µM]
O=C(Oc1ccc([N+](=O)[O-])cc1)c1ccc([N+](=O)[O-])cc1	97	98	103	97	80	97	97	108
C=CCOP(=O)(OCC=C)c1ccccc1	104	105	104	101	108	114	101	109
CCOC(=O)COc1ccc(/C=C2\CCC/C(=C\c3ccc(OCC(=O)OCC)c(OC)c3)C2=O)cc1OC	97	93	105	103	85	95	99	97
Cc1[nH][nH]c2nc3nc(=S)sc3c(-c3ccc(F)cc3)c12	103	91	91	92	77	124	92	101
Cc1cc(N2CCCCCC2)nc(N2CCN(CC(=O)Nc3ccc4c(ccn4C)c3)CC2)n1	82	106	93	100	99	110	99	102
CCCCCCCSc1ccc(C(=O)CCN2CCOCC2)cc1	95	99	101	96	82	95	96	98
OC(c1ccccc1)(c1ccccc1)C1CCN(c2ccc3nnc(Cl)n3n2)CC1	42	30	19	50	-74*	50	31	40
COc1ccc(-c2nnc(Nc3ccc(Br)cc3)o2)cc1OC	104	94	107	97	86	107	87	99
CCC1(C(OC)OC)NC(=O)NC1=O (configuration not stated)	106	111	108	98	93	92	98	110
CCOC(=O)c1cnn(CC(O)c2ccc(F)cc2)c1NC(=O)Nc1ccccc1F (configuration not stated)	90	98	101	106	72	103	84	101

The closing 4 entries of the section before are carried over, then new ones follow:
SMILES	786-0	ACHN	NCI/ADR-RES	SN12C	UO-31	TK-10	CAKI-1	IGROV1
OC(c1ccccc1)(c1ccccc1)C1CCN(c2ccc3nnc(Cl)n3n2)CC1	42	30	19	50	-74*	50	31	40
COc1ccc(-c2nnc(Nc3ccc(Br)cc3)o2)cc1OC	104	94	107	97	86	107	87	99
CCC1(C(OC)OC)NC(=O)NC1=O (configuration not stated)	106	111	108	98	93	92	98	110
CCOC(=O)c1cnn(CC(O)c2ccc(F)cc2)c1NC(=O)Nc1ccccc1F (configuration not stated)	90	98	101	106	72	103	84	101
CC(C)C[C@H](NC(=O)CSc1nnc(-c2ccc(NC(=O)c3cccnc3)cc2)o1)C(=O)O	101	95	102	100	90	105	84	101
COC(=O)[C@@H](C)CNS(=O)(=O)N(c1cc(C(F)(F)F)cc(C(F)(F)F)c1)C1CCN(Cc2ccc(F)cc2)CC1	60	86	51	37	44	89	.	55
COCC(=O)Nc1ccc(Cl)c(Cl)c1	102	103	107	104	80	99	94	105
COc1ccc(/C(=C(/CC(=O)O)C(=O)OC(C)(C)C)c2cc(OC)c(OC)c(OC)c2)cc1OC	103	97	99	97	73	110	87	117
CC(=O)OC[C@H]1OC(Sc2sc(C(=O)c3ccc(Br)cc3)c(N)c2-c2nc3ccccc3s2)[C@@H](OC(C)=O)[C@@H]1OC(C)=O (some centres not stated)	105	96	99	99	71	141	84	82
Cc1nn(-c2ccccc2)c(Cl)c1C(CC(=O)c1ccc(Cl)cc1)CC(=O)c1ccc(Cl)cc1	82	88	90	85	77	104	76	101
COc1ccc(Oc2nc(NC3CCCC3)nc(Sc3ccc(OC)cc3)n2)cc1	80	79	66	79	57	109	49	65
CC(=O)c1ccc(NC(=O)CSc2nc(-c3ccccc3)c(C#N)c(=O)[nH]2)cc1	88	101	106	100	92	.	100	109
C/C(=N\NC(=O)CSc1nc2ccccc2c(=O)n1CCc1ccc(S(N)(=O)=O)cc1)c1ccccc1	100	97	98	96	69	93	95	114
COc1cc(NCCCCCNCC(C)C)c2ncccc2c1	99	100	89	86	63	102	82	89
Cc1cc(C)cc(NC(=O)Nc2ccc3oc(=O)ccc3c2)c1	105	112	102	102	90	115	98	108
CCN1C(=S)N(c2ccccc2)C2N=C(SC)N(/N=C/C=C/c3ccccc3OC)C21 (configuration not stated)	109	110	132	102	91	137	105	121
CCOC(=O)Cc1cnn(C)c1-n1nnc2ccccc2c1=O	101	114	107	94	92	90	82	94
O=C1CCCC/C1=C\c1c(-c2ccc(Cl)cc2)nn(-c2ccccc2)c1C(F)(F)F	95	101	92	91	82	126	84	100
CCOC(=O)C(=O)CC(=O)c1ccccc1	103	95	93	100	85	113	95	93
O=[N+]([O-])c1ccc(OCCO)cc1	109	104	98	101	86	117	93	105
Oc1c(CN2CCOCC2)cc(COCc2ccccc2)c2cccnc12	33	13	7.4*	40	6.4*	31	14	16
COc1ccc(C(=O)O)c(I)c1OC	106	115	109	110	97	95	87	.
CNc1nc2ncc(-c3c(C)noc3C)cc2n1Cc1ccccc1	43	42	67	71	21	24	37	64
C[n+]1cc2c3c(ccc2c2ccc4cc5c(cc4c21)OCO5)OCO3	-88*	-92*	-36*	-53*	-95*	-95*	-30*	-83*
Clc1cc(Cl)cc(-c2ccc(-c3ccc(/C=N/NC4=NCCN4)cc3)s2)c1	76	59	46	26	54	47	58	43
CO[C@]12C=C/C(=C(/C(=O)OCc3cccnc3)C(=O)CCCCCCCC[C@]3(OC)C=C/C(=C(/C(=O)OCc4cccnc4)C(=O)CCCCCCCC1)O3)O2	-64*	-74*	-24*	-46*	-41*	-14*	-30*	-67*
C=CCNCCCN1C(=O)c2ccc3c4c(ccc(c24)C1=O)C(=O)N(CCCNCC=C)C3=O	-31*	-9.8*	-7.1*	-78*	-44*	-3.0*	-43*	-70*
CCOC(=O)Cc1c[nH]c2ccc(N)cc12	98	100	104	91	95	103	109	106
c1ccc(-c2c3c(cn2CCN2CCOCC2)-c2oncc2CC3)cc1	96	100	103	95	81	104	89	103
CN(C)CCCOc1cccc2c1C(=O)c1c(OCCCN(C)C)cccc1C2=O	68	65	103	48	77	78	.	68
CC(C)C(=O)NCCCCCCN1CCCCC1	103	102	104	96	95	99	93	103
CC1(C)O[C@@H]2[C@@H](CO[C@@]3(COS(N)(=O)=O)OC(C)(C)O[C@@H]23)O1	102	99	100	100	95	125	112	96
C(=N/N=C/c1ccncc1)/c1ccncc1	104	94	99	113	86	99	101	109
NC(=O)c1ccccc1NC(=O)c1ccccc1C(=O)O	95	96	100	105	83	131	72	13
CCN(C(=O)CN1CCN(c2cc(=O)n(-c3ccccc3)c3ccccc23)CC1)c1ccccc1	98	89	90	94	62	102	95	97
CC(Oc1ccc(C(=O)NS(=O)(=O)c2ccccc2Cl)cc1C(F)(F)F)c1ccc(Oc2ccccc2)cn1 (configuration not stated)	102	104	103	94	88	103	95	103
Cc1ccn2c(C(=O)c3ccc(Br)cc3)cc(-c3cc(-c4ccc(N(C)C)cc4)c(C#N)c(N)n3)c2c1	41	71	72	77	63	99	67	77
CCCCCCCCCCCCSC1=CC(=O)C=CC1=O	99	81	60	55	53	118	53	-27*
